Screens (PubChem BioAssay)
GPR151 ag: activates the human receptor GPR151. PathHunter beta-arrestin GPR151 cells, luminescence. activation, % at 11.2 µM. hit rate 1% among 650,000. AID 1508602; in the data active = activation above about 4.9%;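 note: 0% = median of compound wells and 100% = cells with positive control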
Target sequence (Q8TDV0 whole entry, looked up): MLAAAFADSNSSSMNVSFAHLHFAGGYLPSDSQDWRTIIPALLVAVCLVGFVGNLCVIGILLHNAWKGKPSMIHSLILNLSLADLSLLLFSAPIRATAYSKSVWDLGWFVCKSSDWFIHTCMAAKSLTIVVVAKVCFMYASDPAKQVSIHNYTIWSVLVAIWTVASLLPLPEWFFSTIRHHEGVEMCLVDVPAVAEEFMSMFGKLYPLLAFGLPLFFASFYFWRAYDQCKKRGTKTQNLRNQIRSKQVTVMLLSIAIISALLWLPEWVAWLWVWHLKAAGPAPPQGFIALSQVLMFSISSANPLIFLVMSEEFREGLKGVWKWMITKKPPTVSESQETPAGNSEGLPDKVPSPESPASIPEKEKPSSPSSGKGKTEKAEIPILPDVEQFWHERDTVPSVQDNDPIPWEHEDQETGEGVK
MITF inh: blocks human microphthalmia-associated transcription factor. O75030. AlphaScreen MITF homodimerization, bead proximity signal. inhibition, % at 2.6 µM. AID 1259374. hit rate 0.91% among 650,000; in the data active = inhibition above about 50%;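 note: 0% = vehicle wells with protein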
TEAD-YAP block: TEAD-YAP interaction inhibition; HEK-TIYL cells, TEAD-Gal4/YAP UAS-luciferase luminescence; inhibition, % at 9.12 µM; hit rate 1.4% among 640,000; AID 1259422; in the data active = inhibition above about 32%;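 note: 0% = median of test compound wells and 100% = reference inhibitor wells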
FBW7 act: activators of human E3 ligase FBW7; Q969H0; AlphaScreen FBW7–phospho-cyclin E peptide binding, activator screen; normalized activity (activation), % at 26.1 µM; hit rate 0.13% among 650,000; in the data active = normalized activity above about 1.9%;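 note: purified mutant Fbw7 with reduced substrate affinity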
Target sequence (Q969H0 whole entry, looked up): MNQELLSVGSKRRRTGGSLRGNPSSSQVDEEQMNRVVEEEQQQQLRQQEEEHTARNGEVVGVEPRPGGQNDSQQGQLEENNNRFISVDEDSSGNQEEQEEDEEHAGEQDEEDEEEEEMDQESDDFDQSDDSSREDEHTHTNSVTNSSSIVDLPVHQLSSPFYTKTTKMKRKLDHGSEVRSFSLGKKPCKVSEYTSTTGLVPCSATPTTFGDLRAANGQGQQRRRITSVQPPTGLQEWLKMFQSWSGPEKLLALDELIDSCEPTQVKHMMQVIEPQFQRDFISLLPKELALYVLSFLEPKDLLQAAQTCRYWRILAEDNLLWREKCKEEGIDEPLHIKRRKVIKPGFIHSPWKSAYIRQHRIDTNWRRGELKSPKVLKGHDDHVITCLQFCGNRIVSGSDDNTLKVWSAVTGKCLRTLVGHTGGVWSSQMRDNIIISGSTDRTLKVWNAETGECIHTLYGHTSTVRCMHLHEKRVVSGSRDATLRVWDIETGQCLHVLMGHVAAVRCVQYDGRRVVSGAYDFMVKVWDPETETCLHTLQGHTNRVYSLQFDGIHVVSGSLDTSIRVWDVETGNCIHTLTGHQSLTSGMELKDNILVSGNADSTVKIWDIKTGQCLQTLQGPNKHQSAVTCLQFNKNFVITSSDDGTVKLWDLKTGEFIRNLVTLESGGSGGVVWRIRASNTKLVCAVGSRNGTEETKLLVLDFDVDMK
The depositor's hits bear a star; & = joins results of further samples.

SMILES	GPR151 ag	MITF inh	TEAD-YAP block	FBW7 act
Cc1ccc(Nc2nc(-c3ccc(C)cc3)nc3ccccc23)cc1	-2.4	12	7	0.1
Cc1ccc(-c2nnn(CC(=O)N(CC(=O)NCC3CCCO3)c3ccccc3)n2)o1 (stereo not given)	0.8	-1	-1	-0.1
O=C(Nc1ccc(F)c(F)c1F)C1CCCCC1	-1.8	0	-6	-0.1
Cc1ccc(Cl)cc1-n1c(=O)c2cc3c(=O)n(-c4cc(Cl)ccc4C)c(=O)c3cc2c1=O	0.6	3	-2	0.0
COC(=O)c1ccccc1NC(=S)N1CCn2c(nc3ccccc32)C1	0.5	-8	0	0.0
O=C(NCc1cccnc1)c1cccc(-n2ccc3ccccc32)c1	-0.3	7	12	0.0
Cc1[nH]c(=O)[nH]c(=O)c1CSCC(=O)OCC(=O)Nc1ccc(S(N)(=O)=O)cc1	-0.5	1	5	0.0
N#C/C(=N\Nc1ccc(S(=O)(=O)N2CCOCC2)cc1)C(N)=S	-1.8	0	6	0.5
Cn1nc([N+](=O)[O-])c(C(C#N)c2ccccn2)c(Cl)c1=O (stereo not given)	0.4	6	5	0.0
CCOc1ccc(NC(=O)c2[nH]c(C)c(C(C)=O)c2CC)cc1	-1.2	12	-2	0.0
O=c1oc2ccccc2c(NCc2ccccc2F)c1[N+](=O)[O-]	-0.2	-3	-3	0.1
O=c1c(Oc2ccc(F)cc2)coc2cc(O)cc(O)c12	-0.5	-5	-3	-0.1
O=C(N[C@H]1C[C@H]2C(=O)N[C@@H](COCc3ccccc3)C(=O)N2C1)c1cc(F)ccc1F	1.4	9	10	0.0
O=C(O)c1c2c(nc3ccccc13)/C(=C/c1ccc(F)cc1)CN(Cc1ccccc1)C2	0.7	8	1	0.4
O=[N+]([O-])c1ccc(N2CCN(c3nnc(Cc4cccnc4)c4ccccc34)CC2)cc1	0.7	0	24	-0.1
CCOC(=O)c1nn2c(C(F)(F)F)cc(-c3ccc(OC)cc3)nc2c1Br	0.5	10	4	0.1
CC(C)C(=O)Nc1ccc(NC(=O)c2ccco2)nc1	-1.9	18	74*	0.1
Cc1cc(CN(C)C(=O)CC2(c3ccccc3)CC(=O)N(CC3CCCCC3)C2=O)on1 (stereo not given)	-0.1	-3	4	0.0
CCOC(CNC(=O)c1cccs1)(OCC)c1ccccn1	-0.2	5	-4	-0.3
CCc1ccc(/C=N\NS(=O)(=O)c2ccc(C)cc2)cc1	-0.4	-3	6	0.1
CN(C)CCNS(=O)(=O)c1cccc2nsnc12	0.5	-3	7	0.1
CC1(C)CC(=O)C2=C(C1)N(Cc1ccc(Cl)cc1)C1=C(C(=O)CC(C)(C)C1)C2c1ccc(Cl)cc1Cl	2.6	14	1	0.0
CC1([N+](=O)[O-])CN(CCC(=O)O)CN(CCC(=O)O)C1	-0.3	11	-3	0.2
Cc1cc2cc3c(cc2n2c(SCC(=O)N4CCC(C)CC4)nnc12)OCO3	-0.1	2	-5	-0.1
O=C1CCc2cc(S(=O)(=O)Nc3ccccc3Cl)cc3c2N1CC3	-0.3	6	9	0.2
O=C(O)CC(NS(=O)(=O)c1ccc([N+](=O)[O-])cc1)C(=O)O (stereo not given)	-1.4	2	1	-0.1
O=c1oc2ccc(Br)cc2cc1-c1csc(Nc2ccc(F)cc2F)n1	0.4	0	2	-0.1
COc1ccc(CN2CCc3nnc(C4CCCO4)n3CC2)c(OC)c1C (stereo not given)	-0.8	8	10	0.9
CCCOC(=O)c1ccc(NC(=O)c2ccc(Cl)c([N+](=O)[O-])c2)cc1	-0.5	-43	11	0.1
CCn1c(Cc2csc(Nc3ccc(OC)cc3)n2)nnc1SCC(N)=O	-0.8	12	5	0.9
COCCOC(=O)c1c(C)oc2ccc(OC(=O)c3ccc(Br)cc3)cc12	1.5	-5	1	-0.2
COc1ccc(Nc2nc(C)nc3sc(C)cc23)cc1OC	-2.0	7	-6	0.5
COc1ccc(Cl)cc1NC(=O)C(=O)/C=C(\O)c1ccc(F)cc1	-0.6	11	8	0.2
C=CCn1c(N)cc(=O)nc1SCC(=O)N1CCCCC1	1.8	16	2	-0.2
O=[N+]([O-])c1ccccc1S(=O)(=O)n1cnc2ccccc21	0.6	3	0	0.0
Cc1ccc(-n2c(COc3ccccc3)n[nH]c2=S)cc1	0.4	-12	-1	0.1
COc1ccc([C@@H](C)NC(=O)C2CCN(c3nc(C)c4ccc(C)cc4n3)CC2)cc1	-0.9	-1	-5	-0.3
Cc1cc(-c2cnc(C)nc2C2CCCN(S(C)(=O)=O)C2)on1 (stereo not given)	-0.8	2	-4	0.7
COc1ccc(-c2nc(C(=O)NCCc3ccc(O)cc3)cs2)cn1	-0.4	16	21	0.1
CCOc1ccccc1NC(=O)c1cc(S(=O)(=O)N2CCCCC2)ccc1F	1.9	-11	-10	0.0
O=S(=O)(NCc1nnc2n1CCN(Cc1ccccc1Cl)CC2)c1ccccc1	-0.7	12	12	0.0
CCc1ccc(NC(=O)c2ccc(C)c(NC(C)=O)c2)cc1	1.1	2	-83	0.3
Cc1ccc(Cl)cc1NC(=O)Nc1c(C)n(C)n(-c2ccccc2)c1=O	0.9	10	1	0.1
CNC(=O)c1cc(I)c(OCc2ccccc2)c(OC)c1	-1.4	-21	-11	0.1
O=c1oc2ccccc2cc1C1=Nn2c(nc3ccccc3c2=O)SC1	3.7	16	4	0.1
CC1Cc2ccccc2N1C(=O)Cn1cnc2ccccc21 (stereo not given)	-0.7	-6	6	0.1
Cc1sc2ccccc2[n+]1C	0.2	1	-2	0.1
Cc1cc(-c2cn3c(C)c(C)nnc3n2)ccc1NC(=O)CCn1cncn1	-0.1	-6	-26	0.2
CCOC(=O)N1CCN(S(=O)(=O)c2ccc(C(=O)Nc3nc(-c4ccccc4)c(C(C)=O)s3)cc2)CC1	0.0	0	-1	-0.1
O=C1NC(=O)/C(=C\c2ccc(OCc3cccc([N+](=O)[O-])c3)cc2)N1	-0.6	4	4	0.1
COCCN1Cc2cccc(C(=O)Nc3ccc4nc(-c5cccnc5)[nH]c4c3)c2C1=O	-0.1	2	-3	0.0
Cc1c(Cl)cccc1NC(=O)CC1SC(=NC2CCCC2)NC1=O (stereo not given)	2.7	0	0	0.5
Cc1cc(=O)oc2c(C(=O)c3ccccc3)c(O)ccc12	-1.8	5	-5	-0.1
Cn1cc(-c2ccccc2NC(=O)c2ccccc2)cn1	1.8	1	-7	0.0
CCCCC1=NN2CCS(=O)(=O)N=C2S1	-1.5	-10	9	-0.2
CSc1nc(C2CCCCC2)nc2c1c(=O)n(C)c(=O)n2C	1.0	-5	-5	-0.2
COc1cc(-c2nc3ccccc3[nH]2)c([N+](=O)[O-])cc1OC	3.4	-8	1	-0.2
CCOC(=O)c1sc(NC(=O)c2cc(Cl)ccc2[N+](=O)[O-])nc1-c1ccccc1	0.3	5	21	0.0
O=C(OCc1ccc([N+](=O)[O-])cc1)c1cccs1	-0.7	3	-9	0.0
Cc1nc2c(n1C1CCCCC1)C(=O)c1ccccc1C2=O	1.6	12	-2	0.7
Next part:
SMILES	GPR151 ag	MITF inh	TEAD-YAP block	FBW7 act
Cc1nn(Cc2ccccc2)c(C)c1NC(=O)c1cccc(F)c1	0.6	-9	2	0.0
CC(=O)Nc1ccc(NC(=O)c2csc(-c3cccc(C(C)=O)c3)n2)cc1	-0.8	1	2	0.1
CNCCC=C1c2ccccc2CCc2ccccc21	-1.8&-0.6&0.7&0.5	-12&18&-7&20	-4&-2	0.6&-0.1&0.0&0.1
Cc1ccc(NC(=O)Cn2nc(C)cc2C(=O)N2CCOCC2)cc1	0.5	2	-3	0.2
O=C(N/N=C/C=C/c1ccccc1)c1ccco1	0.1	0	-49	0.0
CCOc1cc(/C=C2\N=C(c3cc([N+](=O)[O-])ccc3Cl)OC2=O)ccc1OC(C)=O	-1.5	-3	-4	0.1
O=c1/c(=C/c2ccc([N+](=O)[O-])cc2)sc2nc(-c3ccco3)nn12	0.0	-7	2	0.1
O=C1CC(c2ccccc2)Cc2nc(NCc3ccccc3)ncc21 (stereo not given)	0.7	-9	-2	-0.2
COCCN1CC2=C(C1=O)C(c1ccc(Cl)c(Cl)c1)NC(=O)N2 (stereo not given)	-0.3	16	1	0.3
O=C(Nc1sc2c(c1C(=O)O)CCCC2)c1ccc(-c2ccccc2)cc1	1.0	2	9	0.5
Cc1cc(C(=O)NNC(=O)CN2C(=O)NC(C)(C)C2=O)c(C)o1	-0.2	2	5	0.0
CCOc1nc(-c2ccc(OC)cc2)ccc1-c1noc(CC)n1	-0.1	8	-1	1.0
O=C(Cn1c(=O)oc2ccccc21)Nc1ccc(Br)cn1	0.0	-3	-2	-0.1
Cc1cncc2c(S(=O)(=O)N3CC[C@H](NC(=O)C(O)c4ccc(F)cc4F)C3)cccc12 (stereo not given in full)	-0.2	6	11	0.1
CN(C)CCNC(=O)C(=O)C1C(=O)Nc2ccccc21 (stereo not given)	-0.8	-8	-1	-0.1
O=C1NC(c2ccc(O)cc2)C(C(=O)c2ccc(F)cc2)C(O)(C(F)(F)F)N1 (stereo not given)	-1.0	14	-3	0.0
Cc1ccc(C2CC(c3cccs3)=NN2C(=O)CSc2nnc(CNC(=O)c3ccc([N+](=O)[O-])cc3)n2C)cc1 (stereo not given)	0.1	-11	11	-0.2
O=C1CC(n2c(=S)n(Cc3ccccc3)c3ccccc32)C2COC1O2 (stereo not given)	-2.6	4	-9	-0.1
CCC(Nc1n[nH]c(=O)[nH]c1=O)C(=O)O (stereo not given)	-0.7	-10	-6	-0.1
CC(C)CCN=CC1=C(O)CC(c2ccccc2)CC1=O (stereo not given)	3.4	-10	-12	0.0
CCOc1ccc(S(=O)(=O)NC2CCCC2)c2ccccc12	1.8	-3	-9	0.1
CN(C)CC1CCCCC1OC(=O)C(Cl)Cl (stereo not given)	2.3	12	3	0.1
CC(C)CN(CC(C)C)CC(O)COc1ccccc1 (stereo not given)	0.0	22	5	0.1
CCOc1ccc(Cn2c(C)nc([N+](=O)[O-])c2S)cc1[N+](=O)[O-]	-1.7	11	6	0.7
CCOC(=O)C1=C(N)OC2=C(C(=O)CC(C)(C)C2)C1c1cc(OC)ccc1OC (stereo not given)	0.1	8	8	0.0
CCOC(=O)c1[nH]c(C)c(CN(Cc2ccco2)C(=O)C(F)(F)F)c1C	0.9	6	0	0.0
O=C(NNC(=O)c1ccc(F)cc1)c1ccncc1	-0.6	9	-6	0.0
Cc1cc(Br)ccc1NS(=O)(=O)c1ccc([N+](=O)[O-])cc1	-0.3	25	-2	0.1
CC1(C(=O)N(CC(=O)NC2CCCCC2)C2CCCC2)CC(=O)N=C2C=CC=CN21 (stereo not given)	0.7	3	1	0.3
O=C(c1c[nH]c2ccccc12)C(O)C(c1ccccc1)N1CCCCC1 (stereo not given)	-0.7	-10	-4	-0.1

Arranged by number of heavy atoms (descending): some entries from above
SMILES	GPR151 ag	MITF inh	TEAD-YAP block	FBW7 act
Cc1ccc(C2CC(c3cccs3)=NN2C(=O)CSc2nnc(CNC(=O)c3ccc([N+](=O)[O-])cc3)n2C)cc1 (stereo not given)	0.1	-11	11	-0.2
CCOc1ccc(S(=O)(=O)NC2CCCC2)c2ccccc12	1.8	-3	-9	0.1
O=C(NNC(=O)c1ccc(F)cc1)c1ccncc1	-0.6	9	-6	0.0

Following part
SMILES	GPR151 ag	MITF inh	TEAD-YAP block	FBW7 act
COc1ccccc1NC(=O)Cn1cnc2sc(C(=O)Nc3nc4ccc(Br)cc4s3)c(C)c2c1=O	-0.2	18	-1	0.0
CCOc1ccccc1C1C(C#N)=C(N)Oc2n[nH]c(-c3cc(OC)c(OC)c(OC)c3)c21 (stereo not given)	-0.2	-1	5	0.0
CC1=CC(C)(C)N(C(=O)CN2C(=O)CCC2=O)c2ccccc21	1.2	0	2	0.1
CCc1ccc(N(C(=O)c2csnn2)C(C(=O)NC2CCCC2)c2cccnc2)cc1 (stereo not given)	0.0	-9	-10	-0.1

By substructure, those above with a nitro group on carbon
SMILES	GPR151 ag	MITF inh	TEAD-YAP block	FBW7 act
Cn1nc([N+](=O)[O-])c(C(C#N)c2ccccn2)c(Cl)c1=O (stereo not given)	0.4	6	5	0.0
O=c1oc2ccccc2c(NCc2ccccc2F)c1[N+](=O)[O-]	-0.2	-3	-3	0.1
O=[N+]([O-])c1ccc(N2CCN(c3nnc(Cc4cccnc4)c4ccccc34)CC2)cc1	0.7	0	24	-0.1
CC1([N+](=O)[O-])CN(CCC(=O)O)CN(CCC(=O)O)C1	-0.3	11	-3	0.2
O=C(O)CC(NS(=O)(=O)c1ccc([N+](=O)[O-])cc1)C(=O)O (stereo not given)	-1.4	2	1	-0.1
CCCOC(=O)c1ccc(NC(=O)c2ccc(Cl)c([N+](=O)[O-])c2)cc1	-0.5	-43	11	0.1
O=[N+]([O-])c1ccccc1S(=O)(=O)n1cnc2ccccc21	0.6	3	0	0.0
O=C1NC(=O)/C(=C\c2ccc(OCc3cccc([N+](=O)[O-])c3)cc2)N1	-0.6	4	4	0.1
COc1cc(-c2nc3ccccc3[nH]2)c([N+](=O)[O-])cc1OC	3.4	-8	1	-0.2
CCOC(=O)c1sc(NC(=O)c2cc(Cl)ccc2[N+](=O)[O-])nc1-c1ccccc1	0.3	5	21	0.0
O=C(OCc1ccc([N+](=O)[O-])cc1)c1cccs1	-0.7	3	-9	0.0
CCOc1cc(/C=C2\N=C(c3cc([N+](=O)[O-])ccc3Cl)OC2=O)ccc1OC(C)=O	-1.5	-3	-4	0.1
O=c1/c(=C/c2ccc([N+](=O)[O-])cc2)sc2nc(-c3ccco3)nn12	0.0	-7	2	0.1
Cc1ccc(C2CC(c3cccs3)=NN2C(=O)CSc2nnc(CNC(=O)c3ccc([N+](=O)[O-])cc3)n2C)cc1 (stereo not given)	0.1	-11	11	-0.2
CCOc1ccc(Cn2c(C)nc([N+](=O)[O-])c2S)cc1[N+](=O)[O-]	-1.7	11	6	0.7
Cc1cc(Br)ccc1NS(=O)(=O)c1ccc([N+](=O)[O-])cc1	-0.3	25	-2	0.1
